# Source: PubChem (several laboratories)
# M. tuberculosis GlmU: inhibition of mycobacterial GlmU enzyme – biochemical, glucosamine-1-phosphate acetyltransferase (AID 1376); Bifunctional protein GlmU (Mycobacterium tuberculosis (strain ATCC 25618 / H37Rv)); M. tuberculosis GlmU acetyltransferase enzyme assay; higher % means a stronger effect; one-dose inhibition, %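 (tested at 30 µM in the primary screen)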; IC50 in µM for titrated hits; actives 0.25% (n = 220,000); in the data active means inhibition above about 13%;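 further: 0% = complete reaction with vehicle and 100% = reaction without substrate; strong numbers were not always called active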
# Mtb RmlCD inh: M. tuberculosis RmlC/RmlD coupled enzyme inhibitors, primary screen, biochemical, compound mixtures, 384-well, from 1536-well plates | dTDP-4-dehydrorhamnose reductase (Mycobacterium tuberculosis (strain ATCC 25618 / H37Rv)) … | AID 1533, 2009 | inhibition, % at 3.6 µM | RmlC+RmlD coupled enzyme assay, percent inhibition; primary screen in compound mixtures | actives 0.03% (n = 160,000); in the data active means inhibition mostly above about 34%, no sharp cut-off; further: some results filed as inactive read as strong as hits
# Target sequence (P9WH09 whole entry, looked up): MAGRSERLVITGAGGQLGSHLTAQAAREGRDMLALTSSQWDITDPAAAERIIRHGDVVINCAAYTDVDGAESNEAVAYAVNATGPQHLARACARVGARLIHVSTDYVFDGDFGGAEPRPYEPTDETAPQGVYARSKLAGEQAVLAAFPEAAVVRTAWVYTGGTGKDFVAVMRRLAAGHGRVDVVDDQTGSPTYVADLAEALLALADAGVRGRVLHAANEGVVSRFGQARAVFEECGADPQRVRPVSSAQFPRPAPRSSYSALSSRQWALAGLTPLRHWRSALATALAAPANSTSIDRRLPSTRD
# Target sequence (P9WH11 whole entry, looked up): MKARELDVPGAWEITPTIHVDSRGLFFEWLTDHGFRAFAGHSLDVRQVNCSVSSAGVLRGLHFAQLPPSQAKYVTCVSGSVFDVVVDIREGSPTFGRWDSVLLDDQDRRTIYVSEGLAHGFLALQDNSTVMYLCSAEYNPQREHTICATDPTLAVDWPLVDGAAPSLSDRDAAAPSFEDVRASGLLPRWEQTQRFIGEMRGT
# * hit, by the source's call; · = not tested or not shown. A portion of the library; the hit share may differ from the screen's.
# Values run as follows: M. tuberculosis GlmU, Mtb RmlCD inh
COC(=O)c1[nH]c2ccccc2c1NC(=O)C(C)N1CCN(C(=O)c2ccco2)CC1 (centres undefined)
→ -0.1%, ·
CSc1nc(Oc2ccc(=O)[nH]n2)nc(N(C)C)n1
→ 2.9%, ·
Cc1noc2ncc(C(=O)c3cc(F)ccc3O)cc12
→ 0.8%, -15
COc1ccc(-c2cc(-c3ccccc3)n[nH]2)c(O)c1
→ -1.1%, -6
COc1ccc(S(=O)(=O)Cc2ccc(C(=O)NCc3ccco3)o2)cc1
→ 2.4%, -9
COc1cc(NC(=O)c2ccc(C)c([N+](=O)[O-])c2)ccc1NC(=O)c1ccco1
→ -6.3%, 10
Cc1c(NC(=O)C(C)OC(=O)c2ccc(Br)o2)c(=O)n(-c2ccccc2)n1C (centres undefined)
→ -2.5%, 9
O=C(c1ccc2ccccc2c1)C1CCCN(C(=O)CN2C(=O)CSC2=O)C1 (centres undefined)
→ 0.8%, ·
C=CCn1c(SCC(=O)Nc2cc(C)on2)nc2sc3c(c2c1=O)CCCC3
→ ·, 5
COc1cc(C(=O)N2CCN(C(=O)CC(C)C)CC2)cc(OC)c1OC
→ 4.5%, 5
COc1ccc(C2C/C(=N\O)C(C)(C)O2)cc1 (centres undefined)
→ 0.9%, ·
Cc1ccc(SCC(=O)NCCN2C(=O)CSC2=O)c(C)c1
→ 0.1%, ·
O=C(Nc1ncc(Cc2ccc(SC(F)F)cc2)s1)c1ccc(OC(F)F)cc1
→ 3.3%, ·
COc1ccc2[nH]c(=O)c(COC(=O)c3ccco3)cc2c1
→ ·, 5
C=CCOC(=O)Nc1c(C(=O)OC)[nH]c2ccc(Cl)cc12
→ 2.0%, ·

# In the list so far, 6 contain sulfur.
# Values run as follows: M. tuberculosis GlmU, Mtb RmlCD inh
CSc1nc(Oc2ccc(=O)[nH]n2)nc(N(C)C)n1
→ 2.9%, ·
COc1ccc(S(=O)(=O)Cc2ccc(C(=O)NCc3ccco3)o2)cc1
→ 2.4%, -9
O=C(c1ccc2ccccc2c1)C1CCCN(C(=O)CN2C(=O)CSC2=O)C1 (centres undefined)
→ 0.8%, ·
C=CCn1c(SCC(=O)Nc2cc(C)on2)nc2sc3c(c2c1=O)CCCC3
→ ·, 5
Cc1ccc(SCC(=O)NCCN2C(=O)CSC2=O)c(C)c1
→ 0.1%, ·
O=C(Nc1ncc(Cc2ccc(SC(F)F)cc2)s1)c1ccc(OC(F)F)cc1
→ 3.3%, ·

# The list continues:
# Values run as follows: M. tuberculosis GlmU, Mtb RmlCD inh
Cc1ccc(-c2cc(N)n[nH]2)cc1
→ 5.3%, ·
CN(CCO)S(=O)(=O)c1ccc2c(c1)C(=NO)c1cc(S(=O)(=O)N(C)CCO)ccc1-2
→ 4.6%, 96
C[n+]1cccc(/C=N/NC(=O)CC23CC4CC(CC(C4)C2)C3)c1
→ 1.9%, 0
CN1OC(COC(=O)c2ccc(Cl)cc2Cl)CC1c1ccccc1 (centres undefined)
→ 4.5%, 9
O=C(CSc1nnc(-c2ccc(C(F)(F)F)cn2)s1)c1ccc(Cl)cc1
→ ·, -7
COC(=O)CNC(=O)CCCCC(=O)NCC(=O)OC
→ 0.6%, ·
Cc1cc2c(cc1C)-c1nnnn1C(C)(C)C2
→ 2.7%, ·
CN(Cc1ccccc1)c1nc2c(c(=O)[nH]c(=O)n2C)n1Cc1ccccc1
→ 2.5%, -3
CCOc1ccc(S(=O)(=O)NCc2cccnc2)cc1C
→ 10%, -6
Cc1ccc(S(=O)(=O)N(C)CC(=O)O/N=C(\N)c2ccc([N+](=O)[O-])cc2)cc1
→ -5.0%, -9
NC(=O)CC(NC(=O)Cc1ccc(Br)cc1)c1ccc(NC2CCCCCC2)c([N+](=O)[O-])c1 (centres undefined)
→ 3.3%, ·
Cc1cccc(NC(=O)COc2cccc3c2CCN(C)C3=O)c1
→ 3.9%, ·
O=C(Cc1ccc(Cl)cc1Cl)OCC(=O)c1ccc[nH]1
→ 0.8%, ·
CC(=O)C1=C(O)C(=O)N(CCCn2ccnc2)C1c1ccc(Br)cc1 (centres undefined)
→ -5.4%, 13
O=C(c1ccccc1)N(Nc1ccccc1)c1ccccc1
→ -5.0%, -17
CCCCNC(=O)CCN1N=C(c2ccccc2)CCC1=O
→ 1.4%, 6
COc1ccc(S(=O)(=O)c2ccc(OC)c(OC)c2)cc1OC
→ 0.5%, -5
O=c1cc(-c2ccccc2)[nH]c2ccc(F)cc12
→ -2.2%, ·
CCN1CC(CN(C)Cc2nc(-c3ccc(Cl)cc3)no2)CC1=O (centres undefined)
→ 2.6%, -3
COc1cc(C)ccc1OCCCOc1cc(C)ccc1Cl
→ -1.8%, ·
CC(=O)Nc1sc(C)c(C)c1C(=O)OCC(=O)Nc1cc(S(=O)(=O)N2CCCCC2)ccc1Cl
→ -0.1%, -7
CCC[N+](CC#Cc1ccccc1)(CCC)CC(=O)OC
→ 3.1%, -4
COCCn1c(=O)[nH]c(=O)c2cc(C(=O)c3cc(Cl)ccc3O)cnc21
→ -1.0%, -9
O=C(Nc1cc([N+](=O)[O-])ccc1F)c1ccc2c(c1)OCCO2
→ 1.4%, -11
COc1cccc(C(c2nnnn2Cc2ccco2)N2CCN(c3cccc(C)c3C)CC2)c1OC (centres undefined)
→ 0.9%, -5
CC(NC(=O)c1ccnc(C(C)(C)C)c1)c1ccccc1 (centres undefined)
→ 0.1%, ·
CCOc1cc(CNc2ccc(O)cc2)cc(Br)c1OCc1ccccc1F
→ 1.6%, -3
CN(C)CC[C@@H](c1ccc(Cl)cc1)c1ccccn1
→ 0.0%, ·
Cc1ccc(N=CC2=C(O)CC(c3ccco3)CC2=O)cc1 (centres undefined)
→ ·, -5
O=C(CCNS(=O)(=O)c1ccc(Cl)cc1)N1CCC2(O)CCCCC2C1 (centres undefined)
→ -0.7%, 24
CCOC(=O)c1cnc(SCC#N)nc1N
→ 0.9%, ·
CCCCn1c(=O)c(CCC(=O)O)nc2ccccc21
→ -1.6%, 8
O=C(CCCn1c(=S)[nH]c2ccccc2c1=O)NCc1ccco1
→ -0.1%, 8
N#C/C(=C\c1ccc([N+](=O)[O-])o1)c1nc2ccccc2[nH]1
→ -7.0%, -11
N/C(=N\OC(=O)Cc1ccccc1)c1ccc(Br)cc1
→ 0.5%, 9
CCOc1cc(C2c3c(n[nH]c3C)C(=O)N2c2ccc(Br)cc2)ccc1O (centres undefined)
→ -2.8%, ·
CC(OC(=O)c1ccc2c(=O)n3c(nc2c1)CCCCC3)C(=O)Nc1ccc(Cl)cn1 (centres undefined)
→ 6.1%, -11
Cn1c(C(=O)NCCCN2CCCCCC2)cc2c(=O)n(C)c3ccccc3c21
→ -4.8%, 3
CN(CCO)C(=O)C1CCN(c2ncc(C(F)(F)F)cc2Cl)CC1
→ -7.8%, 6
O=C(COC(=O)c1ccc(S(=O)(=O)N2CCOCC2)cc1)NC1CCCCCCC1
→ -2.0%, ·
COc1ccc(N2C(=O)/C(=C/c3ccc([N+](=O)[O-])cc3)N=C2C)c(OC)c1
→ 3.0%, 5
C(=N\n1cnc2ccccc21)/c1cccnc1
→ -0.2%, 19
Cc1cc2ncn(-c3ncnc4sc(C)c(C)c34)c2cc1C
→ 8.3%, ·
CCOC(=O)/C=C/COc1ccccc1[N+](=O)[O-]
→ 0.5%, 4
O=C(NCC1CCCO1)c1onc(CSc2ccc(F)c(F)c2)c1C(=O)O (centres undefined)
→ 0.5%, ·
COC(=O)c1ccc(OC)c(CSc2nnc(-c3ccc(C(C)(C)C)cc3)o2)c1
→ 0.4%, -2
CN(C)C(=O)Oc1ccnc2cc(Cl)ccc12
→ 0.5%, 5
CN(Cc1ccccc1)C(=O)COc1ccc(N(C)S(=O)(=O)c2ccc(F)cc2)cc1
→ 6.5%, 0
C/C(=N\NC(=S)NCC(C)(C)C)c1cc(F)cc(F)c1O
→ 3.1%, 4
Cc1ccc(CSc2nnc(-c3ccco3)n2N)cc1
→ 1.8%, ·
Cc1cc([N+](=O)[O-])cc([N+](=O)[O-])c1NCC(C)C
→ 8.6%, 4
O=C1Nc2c(c(=O)[nH]c(=O)n2-c2ccc(F)cc2)C1(NS(=O)(=O)c1ccccc1)C(F)(F)F (centres undefined)
→ -0.3%, 11
O=C(NCCCN1CCOCC1)c1ccc(CNS(=O)(=O)c2ccc(F)cc2)cc1
→ -3.5%, ·
Cn1ncc(C(=O)N=S(C)(=O)c2ccccc2)c1[N+](=O)[O-] (centres undefined)
→ 3.8%, -5
CCO[C@@H]1OC(C(=O)O)=C[C@H](c2cn(C(C)=O)c3ccccc23)[C@H]1CCCO
→ -4.2%, ·
CC(C)(C)OC(=O)N1CCC(c2c(C(=O)O)cnn2-c2ccccc2)CC1
→ 1.9%, 22
Cc1cccc(C)c1NC(=O)C(C)N (centres undefined)
→ 2.9%, ·
Cc1ccc(CNC(=O)c2ccc(NS(=O)(=O)c3c(C)noc3C)cc2)cc1
→ ·, 21
CCCCC1CCC(c2ccc(C(N)=O)cc2)CC1 (centres undefined)
→ 0.6%, -10
CC(=O)C1C(=O)c2c(cccc2[N+](=O)[O-])C1=Nc1ccccc1C (centres undefined)
→ ·, 8

# The listing continues.
# Values run as follows: M. tuberculosis GlmU, Mtb RmlCD inh
Cc1ccc(C(=O)c2oc3nc(C)cc(C)c3c2N)cc1
→ -0.5%, ·
Cc1ccnc(NC(=O)c2cccs2)c1
→ -5.1%, ·
Cc1ccccc1-n1nc2c(c1NC(=O)COc1ccc(Cl)cc1)CS(=O)C2 (centres undefined)
→ -1.1%, 10
O=C(CCNc1n[nH]c(=O)[nH]c1=O)N/N=C\c1ccc(Br)cc1
→ -4.8%, -6
CN(C)S(=O)(=O)N1CCc2ccccc21
→ 1.2%, 3
Brc1ccc(-c2nnc3n2C2(CCCC2)Cc2ccccc2-3)o1
→ -4.0%, ·
COc1cccc(C2C3=C(CC(C)(C)CC3=O)OC(N)=C2[N+](=O)[O-])c1 (centres undefined)
→ -4.0%, ·
CC(=O)c1ccc(N2CCN(C(=S)Nc3cccc(Cl)c3)CC2)cc1
→ -1.4%, 10
CC(=O)Oc1ccc2oc(=O)c3c(c2c1)CCCN3C(=O)CN1CCOCC1
→ 1.8%, 4
O=C(Nc1ccc(CN2CCOCC2)cc1)c1cc2ccccc2o1
→ 4.8%, 3
CC(C)(C)NC(=O)C(=O)NN=C1CCCCCC1
→ -1.7%, -7
CCC(C)(C)C(=O)Nc1ncc(S(=O)(=O)c2ccc([N+](=O)[O-])cc2)s1
→ -3.5%, -6
Cc1cc(Sc2nccn2C)ncc1[N+](=O)[O-]
→ -4.6%, -8
O=C(Nc1ccccc1)c1cccc(S(=O)(=O)N2CCCCC2)c1
→ -4.0%, -2
O=[N+]([O-])c1cccnc1Oc1ccc(C2SCCS2)cc1
→ 2.3%, 6
COc1cc(CNCCCN2CCOCC2)cc(Br)c1OCC(=O)N1CCCCC1
→ -5.5%, 7
COc1cc(O)oc1C=Nc1ccc(Cl)cc1
→ 3.6%, 3
CCOc1ccc(Nc2nc(NCCN3CCOCC3)nc(OC)n2)cc1
→ ·, 4
Cc1ccc(NC(=O)CSc2nc3ccccc3c3nc4ccccc4n23)cc1
→ -1.9%, ·
COc1ccc(/C=N/NC(=O)c2cccnc2)cc1CN1CCCc2ccccc21
→ -8.9%, ·
O=c1nc(-c2ccccc2)c2ccccc2[nH]1
→ -0.1%, -4
CC1CN(S(=O)(=O)c2ccc(Cl)c(S(=O)(=O)N3CC(C)OC(C)C3)c2)CC(C)O1 (centres undefined)
→ 8.1%, -4
Cn1ccnc1SCc1cn2ccccc2n1
→ 4.4%, -8
Cc1ccccc1Nc1c(-c2ccccc2)nc2ncccn12
→ -1.2%, ·
C/C(=N\NC(=O)CC1N=C(Cc2ccccc2)NNC1=O)c1ccc(C)cc1 (centres undefined)
→ -7.1%, ·
Cc1cc2ccccc2nc1Br
→ -8.6%, -6
CCN(CC)c1ccc(/C=N/NC(=O)c2ccc3nc[nH]c3c2)c(O)c1
→ 0.9%, -15
COc1ccc(OCCSc2nc(N)cc(N)n2)cc1
→ 1.1%, ·
Brc1ccc(-c2csc(/N=C/N3CCCC3)n2)cc1
→ -1.0%, -11
O=C(COc1ncnc2ccccc12)Nc1cc([N+](=O)[O-])ccc1Cl
→ 6.5%, 13
CC(=O)NN=C1CCC(c2ccccc2)CC1 (centres undefined)
→ 5.5%, ·
COc1cc(/C=C2/C(=N)N3C(c4ccccc4)=CSC3=NC2=O)ccc1OCC(=O)O
→ 15%*, 6
Cc1cccc(C)c1OCc1nc2ccccc2c(=O)n1/N=C/c1ccc(OCC(=O)O)cc1
→ 8.0%, ·
COc1ccc(C(=O)COc2ccccc2C(=O)Nc2ccccc2)cc1
→ 2.3%, ·
Cc1cccc(NC(=S)N2N=CCC2c2ccccc2)c1 (centres undefined)
→ 3.6%, ·
CCc1ccc(N(C2C=CS(=O)(=O)C2)S(=O)(=O)c2ccc(C)cc2)cc1 (centres undefined)
→ -9.4%, ·
COc1cc(OC)cc(C(=O)NC2CCN(Cc3nnnn3Cc3ccc(F)cc3)CC2)c1
→ -2.2%, 7
CCOC(=O)c1ccccc1NC(=O)c1c(O)[nH]c(=O)[nH]c1=O
→ 2.7%, ·
Cc1ccc2c(c1)CCCN2C(=O)NC1CCCCC1
→ -3.5%, ·
CCOC(=O)COC(=O)c1ccc(O)cc1
→ -3.4%, ·
CNC(C)c1ccc(S(N)(=O)=O)cc1 (centres undefined)
→ -5.3%, -13
Cc1cc(C)nc(N/N=C/c2cc(C)n(CC(F)(F)F)c2C)n1
→ 0.8%, ·
Cc1nc(Nc2ccc3c(c2)OCCO3)c2oc3ccccc3c2n1
→ 1.3%, ·
O=C(Nc1ccc(C(=O)NN2C(=O)c3ccccc3C2=O)cc1)c1ccccc1
→ 0.9%, -12
CCn1c(COc2ccccc2Cl)nnc1SCC(=O)Nc1ncccc1C
→ -2.0%, ·
Cc1ccc(NCc2n[nH]c(=S)n2Cc2ccccc2)cc1Cl
→ 7.2%, -12
